NS3 helicase inh: blocks Hepatitis C virus NS3 helicase unwinding; NS3 helicase DNA unwinding, Cy5 molecular beacon fluorescence; inhibition, % at 10.9 µM; actives 0.56% (n = 290,000);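 active = inhibition above the mean of all tested compounds plus 3 SD, set per campaign, cut at about 35% in these data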;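 also: 0% = DMSO wells and 100% = thioflavine S control wells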
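Test system: hepatitis C virus NS3 helicase domain fragment enzyme. Also added: annealed dual-labelled DNA beacon duplex, ATP-started. Timing: 60 min unwinding reaction at 25 °C after ATP addition. Technique: Cy5 fluorescence. Measure: % inhibition of unwinding.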
UBC9 SUMO inh: inhibitors of human SUMOylation (UBC9). P63279. HTRF SUMOylation assay, SAE1/SAE2 + UBC9, in vitro. inhibition, % at 35 µM. actives 0.36% (n = 290,000); in the data active = inhibition above about 50%, passing the limit was not always enough; also: strong numbers were not always called active
Target sequence (P63279 whole entry, looked up): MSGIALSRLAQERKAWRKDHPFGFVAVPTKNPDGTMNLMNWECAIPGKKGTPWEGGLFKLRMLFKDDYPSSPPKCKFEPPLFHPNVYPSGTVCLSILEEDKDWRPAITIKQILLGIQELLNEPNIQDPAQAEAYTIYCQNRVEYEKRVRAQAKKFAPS
MEKK2 WT-MEK5: raises or lowers MEK5 binding to wildtype human MEKK2 PB1 domain; Q9Y2U5; bead flow cytometry, Alexa488-MEK5 binding to MEKK2 WT; actives lie on both sides; AID 1531; binding response (% of control), % at 10 µM; actives 1.1% (n = 290,000); in the data active = binding response below about 67% or above about 130%
MEKK2 mut-MEK5: signal of MEK5 binding to mutant human MEKK2 PB1 domain | actives 0.35% (n = 290,000) | bead flow cytometry, Alexa488-MEK5 binding to MEKK2 mutant | percent response, % at 10 µM; in the data active = percent response above about 24%, passing the limit was not always enough; also: inactives centre near 1; some results filed as inactive read as strong as hits; reference of the scale not given here
GalR3 antag: blocks the human galanin receptor 3 | HEK293 GalR3-CNG cAMP membrane potential fluorescence; galR3 body fused to GalR1 C-terminus | actives 0.44% (n = 360,000) | O60755 | inhibition, % at 3 µM | AID 651719;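 active = inhibition above the screen-wide average plus 3 SD, cut at about 13% in these data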;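 also: forskolin and galanin both at EC90 stimulate the cells; cAMP rise reported by CNG channel membrane potential dye signal; 0% = forskolin plus galanin with DMSO and 100% = forskolin alone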
Target sequence (O60755 1-299 limits assumed): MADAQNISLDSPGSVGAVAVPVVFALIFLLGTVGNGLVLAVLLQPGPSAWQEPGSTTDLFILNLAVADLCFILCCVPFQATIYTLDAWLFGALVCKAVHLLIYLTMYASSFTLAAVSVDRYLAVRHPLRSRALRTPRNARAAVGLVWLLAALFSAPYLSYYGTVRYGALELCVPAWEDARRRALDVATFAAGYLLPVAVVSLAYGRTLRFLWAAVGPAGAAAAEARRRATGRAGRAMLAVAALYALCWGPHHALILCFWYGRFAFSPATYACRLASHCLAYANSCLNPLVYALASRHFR
CRFBP-R2 agonist: CRF-BP/CRF-R2 complex agonism | AID 588473 | actives 0.46% (n = 350,000) | activation, % at 13.2 µM | HEK293 CRF-R2/CRF-BP, calcium dye fluorescence (FLIPR); percent of saturating CRF peptide response;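 active = activation of at least 50%, plus an integration ratio under a set limit after plate pattern correction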;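 also: plate controls were neutral control wells without compound for no effect and CRF at EC100 for full effect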
DNA FID counter: counter-screen for HCV NS3 helicase inhibitors: DNA intercalator displacement | inhibition, % at 7.9 µM | DNA fluorescent intercalator displacement, fluorescence | AID 1845 | actives 0.17% (n = 290,000); in the data active = inhibition above about 37%;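 also: 0% = vehicle and 100% = reference compound; higher means more ethidium bromide displaced from hairpin DNA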
CRFR2-BP antag: blocks CRF-induced signaling of the CRF-BP/CRF-R2 complex | inhibition, % at 11.8 µM | actives 0.59% (n = 350,000) | AID 588475 | HEK293 CRF-R2/CRF-BP, CRF-induced calcium fluorescence;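 active = inhibition of the ligand-induced calcium signal above about 50% at the single tested concentration, limit read from the data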
MEKK3 PB1 HTS: MEKK3-MEK5 PB1 interaction, increase or decrease; AID 1529; Q99759; actives 1.4% (n = 290,000); binding response (% of control), % at 10 µM; bead-based flow cytometry, Alexa488-MEK5 binding to MEKK3; actives lie on both sides; 0 = blocked by unlabeled MEK5, 100 = vehicle;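 active = binding response more than 3 SD above or below the average of its plate-row segment, actives on both sides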;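 also: Alexa488 bead fluorescence after subtracting the streptavidin-only scavenger bead signal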
Target sequence (Q99759 whole entry, looked up): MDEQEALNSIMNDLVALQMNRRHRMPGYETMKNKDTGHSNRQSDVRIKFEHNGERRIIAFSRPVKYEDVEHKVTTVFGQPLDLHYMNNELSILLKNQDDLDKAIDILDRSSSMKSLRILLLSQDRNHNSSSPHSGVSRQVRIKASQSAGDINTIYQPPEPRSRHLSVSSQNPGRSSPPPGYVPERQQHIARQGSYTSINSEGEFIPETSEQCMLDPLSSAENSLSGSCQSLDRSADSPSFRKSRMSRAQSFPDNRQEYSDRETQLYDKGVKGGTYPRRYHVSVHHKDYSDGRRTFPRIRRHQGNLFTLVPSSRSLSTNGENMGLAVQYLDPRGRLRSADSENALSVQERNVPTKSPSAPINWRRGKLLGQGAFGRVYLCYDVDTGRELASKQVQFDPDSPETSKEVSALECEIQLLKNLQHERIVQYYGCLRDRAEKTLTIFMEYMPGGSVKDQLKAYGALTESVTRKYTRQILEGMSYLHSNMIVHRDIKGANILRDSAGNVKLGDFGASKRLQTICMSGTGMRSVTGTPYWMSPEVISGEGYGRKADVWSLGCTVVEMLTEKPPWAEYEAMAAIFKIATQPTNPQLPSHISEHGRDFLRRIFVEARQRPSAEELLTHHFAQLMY
* hit, by the source's call; nt = not tested or not shown.

SMILES	NS3 helicase inh	UBC9 SUMO inh	MEKK2 WT-MEK5	MEKK2 mut-MEK5	GalR3 antag	CRFBP-R2 agonist	DNA FID counter	CRFR2-BP antag	MEKK3 PB1 HTS
O=C(CSc1ncccn1)NCc1ccc(F)cc1	1.4	15.9	92.0	-10.0	-5.8	1.1	1.8	-0.5	88.0
O=C(N/N=C/c1ccco1)c1ccccc1OCc1ccc(Br)cc1	7.6	40.8	95.0	-2.0	-14.4	-2.4	-14.1	-18.5	97.0
COC(=O)c1cc(S(=O)(=O)N2CCN(C3CCCCC3)CC2)c[nH]1	8.7	-20.1	102.0	0.0	nt	4.5	-10.5	-3.0	101.0
O=C(O)C1CC=CCC1C(=O)NC1CCCCC1 (centres undefined)	-3.0	7.0	76.0	-15.0	-1.6	-0.6	-2.0	-15.5	87.0
COc1cccc(CNC(=O)CCC2CCCN(C(=O)CCc3c(C)noc3C)C2)c1 (centres undefined)	9.0	13.9	98.0	10.0	-4.7	0.7	-31.4	2.1	100.0
CN(CCOc1ccc(Br)cc1)CC(O)COc1ccc(C#N)cc1 (centres undefined)	-20.2	-8.3	107.0	1.0	-5.7	5.5	10.6	-4.2	103.0
O=C(O)C1C2C=CC(CC2)C1C(=O)O (centres undefined)	-2.6	2.3	100.0	-15.0	4.3	-1.5	5.7	5.7	97.0
CCCCCn1c(=O)[nH]c2c(c1=O)CCC2	-3.2	-14.7	107.0	2.0	-5.2	6.2	-3.9	-13.7	101.0
Cc1ccc(NC(=O)CO/N=C/c2ccc(N(C)C)cc2)cc1	-3.9	-9.1	99.0	-1.0	-3.0	6.0	-19.3	8.5	109.0
O=C(CSCc1ccccc1)N1CCN(C(=O)c2ccco2)CC1	33.6	1.6	94.0	-2.0	-8.1	0.1	-28.6	15.0	96.0
COc1cc2c(cc1NC(=O)COC(=O)[C@@H](NS(=O)(=O)c1ccccc1)C(C)C)oc1ccccc12	-7.3	-8.3	100.0	-2.0	-9.0	1.5	-18.6	-25.9	97.0
Cc1cc(C)nc(SCC(=O)Nc2ccccc2[N+](=O)[O-])n1	0.9	2.7	106.0	8.0	-6.5	-0.7	0.0	1.3	112.0
CC(CC(=O)NCCc1ccc(Cl)cc1)S(=O)(=O)c1ccc2c(c1)NC(=O)CO2 (centres undefined)	-8.6	8.3	102.0	1.0	1.7	-0.8	-35.6	-8.2	99.0
CCc1ccc(-c2cc(C)no2)cc1S(=O)(=O)Nc1ccc(Cl)cn1	-3.2	20.9	104.0	0.0	-6.3	0.6	-44.7	57.1*	99.0
COc1ccccc1CNC(=O)CSc1ccc(Br)cc1	-6.5	-11.2	102.0	-2.0	-0.8	-0.5	-13.8	28.5	109.0
CCOC(=O)c1ccccc1N/C=C1\CCCCC1=O	0.4	-6.6	99.0	0.0	-1.8	-5.2	-7.5	23.0	97.0
Cn1c(-c2ccc(F)cc2)cnc1NCc1ccc(F)cc1	-20.7	17.4	104.0	-2.0	-1.7	-0.8	29.1	-1.3	99.0
O=C(CSc1nnc(-c2ccncc2)o1)Nc1nncs1	5.9	-6.2	99.0	0.0	-0.2	-0.3	-3.2	18.7	105.0
CC(C(=O)NN=C(c1ccccc1)c1ccccc1)N1CCCC1 (centres undefined)	-12.1	20.3	87.0	-8.0	-3.0	1.6	7.5	-0.3	92.0
O=C(O)c1cc(S(=O)(=O)N(Cc2ccccc2)c2ccc(Cl)cc2)ccc1Cl	-21.1	13.0	104.0	1.0	-6.3	3.3	-1.5	8.4	104.0
O=C(Cn1ncn2nc(-c3ccccc3)cc2c1=O)NCc1ccccn1	2.2	10.8	100.0	0.0	-4.7	0.9	-16.2	-1.9	95.0
Cc1ccc(C(=O)Nc2cccc(N3C(=O)C4CCC(C)CC4C3=O)c2)cc1 (centres undefined)	-5.0	-4.8	106.0	3.0	-1.3	-0.6	-30.0	4.3	100.0
COC(=O)CCC(=O)NN1C(=O)c2ccccc2C1=O	-1.4	2.6	62.0	-25.0	-3.4	2.1	3.2	-9.7	67.0
Cc1c(CC(=O)NCCC(=O)O)c(=O)oc2cc3occ(-c4ccccc4)c3cc12	5.0	10.2	104.0	4.0	-9.3	-0.4	-31.0	-10.1	105.0
O=C(CCNS(=O)(=O)c1ccc(Br)cc1)NC1CCCCC1	12.8	-3.8	91.0	0.0	-1.1	0.6	-8.1	-7.4	104.0

Grouped by structure: those above with an NH in an aromatic ring (2)
SMILES	NS3 helicase inh	UBC9 SUMO inh	MEKK2 WT-MEK5	MEKK2 mut-MEK5	GalR3 antag	CRFBP-R2 agonist	DNA FID counter	CRFR2-BP antag	MEKK3 PB1 HTS
COC(=O)c1cc(S(=O)(=O)N2CCN(C3CCCCC3)CC2)c[nH]1	8.7	-20.1	102.0	0.0	nt	4.5	-10.5	-3.0	101.0
CCCCCn1c(=O)[nH]c2c(c1=O)CCC2	-3.2	-14.7	107.0	2.0	-5.2	6.2	-3.9	-13.7	101.0

With a hit mark in CRFR2-BP antag (from the list above):
compound	NS3 helicase inh	UBC9 SUMO inh	MEKK2 WT-MEK5	MEKK2 mut-MEK5	GalR3 antag	CRFBP-R2 agonist	CRFR2-BP antag	MEKK3 PB1 HTS
CCc1ccc(-c2cc(C)no2)cc1S(=O)(=O)Nc1ccc(Cl)cn1	-3.2	20.9	104.0	0.0	-6.3	0.6	57.1*	99.0

The list goes on.
SMILES	NS3 helicase inh	UBC9 SUMO inh	MEKK2 WT-MEK5	MEKK2 mut-MEK5	GalR3 antag	CRFBP-R2 agonist	DNA FID counter	CRFR2-BP antag	MEKK3 PB1 HTS
OCCC1CN(Cc2cccc(OC3CCCC3)c2)CCN1Cc1ccsc1 (centres undefined)	-23.3	18.1	105.0	1.0	-2.7	0.0	13.5	-10.6	89.0
COc1cc(OC)cc(C(=O)NC2CCCCCCC2)c1	16.6	1.7	98.0	-2.0	-11.0	-2.1	-21.2	4.9	96.0
O=C(NCCc1ccc2c(c1)OCCO2)c1ccccn1	0.7	3.8	98.0	10.0	-9.7	-0.6	-11.3	-9.4	100.0
O=C1[C@H]2[C@@H](C(=O)N1c1cccc3ccccc13)C1(C(=O)c3ccccc3C1=O)N1CCC[C@@H]21	5.7	29.5	97.0	4.0	-0.6	1.8	-20.1	16.8	110.0
CCOc1nc(-c2ccc(C)cc2)ccc1-c1noc(COC)n1	-8.5	0.3	107.0	7.0	-1.1	4.6	-1.4	1.8	116.0
CN(C)/C=N/c1sc2c(c1C#N)CCC2	-7.5	32.8	102.0	5.0	-4.2	-0.3	-0.1	11.2	100.0
CC(=O)Nc1ccc(N2CCOCC2)c([N+](=O)[O-])c1	8.0	-17.6	103.0	2.0	0.0	1.7	-0.5	24.6	105.0
CC(C)NC(=O)C1CCN(C2CCN(Cc3nc(C(C)C)cs3)CC2)CC1	-3.6	15.3	106.0	0.0	-5.3	-1.6	2.9	39.2	101.0
COC(=O)c1cc2n(n1)CCN(Cc1ccccc1F)C2=O	-2.8	7.5	104.0	3.0	-0.7	3.0	3.2	11.2	104.0
O=C(NCc1cccc(F)c1)c1ccc2nc(N3CCOCC3)sc2c1	3.3	10.0	110.0	8.0	0.9	-0.9	-36.9	-12.2	102.0
Cc1noc(C)c1S(=O)(=O)N(CC(=O)Nc1ccc2c(c1)OCCO2)c1ccc(C(C)C)cc1	-7.7	1.2	115.0	4.0	-1.6	2.5	-3.9	5.2	103.0
COc1ccc(C2=NN(C(=O)CSc3ncccn3)C(c3ccc(OC)cc3)C2)cc1 (centres undefined)	-1.1	-15.1	96.0	-3.0	-0.6	5.5	-28.8	12.5	99.0
Cc1nc2ccc(S(=O)(=O)NCC(=O)N3CCc4ccccc43)cc2s1	-1.9	6.3	102.0	-2.0	-1.5	-1.9	-4.2	3.8	101.0
Cc1cccc(/N=C/c2c(O)c3ccccc3oc2=O)n1	12.9	25.4	105.0	3.0	-3.5	0.3	-13.4	11.4	107.0
COc1cccc(-c2nn(C)c3sc(C(=O)N4CCN(c5ccccn5)CC4)cc23)c1	-10.2	15.4	103.0	5.0	nt	-0.6	-28.6	15.3	105.0
COc1ccccc1NC(=O)CCSc1nnc(-c2ccncc2)o1	2.7	12.1	94.0	-5.0	-1.9	0.3	-7.8	-7.2	95.0
CCOc1cc(S(=O)(=O)N2CCN(c3ccc(F)cc3)CC2)c(OCC)cc1-n1cnnn1	12.6	10.6	101.0	2.0	-1.4	4.9	-2.1	-20.9	104.0
CCC(=O)Nc1nc(NCc2ccccc2OC)n(-c2ccccc2)n1	-2.3	-6.1	104.0	4.0	-7.4	0.1	-12.4	-5.9	104.0
C/C(=N/NC(=O)CNS(=O)(=O)c1ccccc1)c1ccc(Br)cc1	3.9	-13.8	108.0	7.0	-8.3	-1.5	-22.2	-7.3	109.0
COCc1nc2sc(C)c(C)c2c(=O)[nH]1	4.2	7.3	101.0	-2.0	-1.6	-0.1	-2.6	-0.4	93.0
COc1ccccc1-c1n[nH]c(=S)o1	-7.0	8.2	109.0	3.0	-1.6	-1.8	1.8	7.8	106.0
Cc1ccc2cc(CN(Cc3ccco3)C(=O)C3CCCCC3)c(=O)[nH]c2c1C	2.1	-2.3	98.0	-7.0	1.8	2.4	-0.9	-33.4	92.0
COc1ccc(CN2C(=O)C(C)=C(C)C2OC)cc1 (centres undefined)	-8.7	10.9	101.0	1.0	-1.6	3.9	-6.3	6.6	99.0
OCCC1CN(C2CCN(c3ccccc3F)CC2)CCN1Cc1ccccc1 (centres undefined)	-1.3	17.4	106.0	11.0	9.6	-2.1	2.6	9.6	102.0
CCN1CCN(C(=O)c2ccccc2N(Cc2ccccc2)S(=O)(=O)c2ccc(C)cc2)CC1	-13.9	-6.5	109.0	3.0	-4.8	-2.9	4.9	-15.2	100.0
(cont.)
SMILES	NS3 helicase inh	UBC9 SUMO inh	MEKK2 WT-MEK5	MEKK2 mut-MEK5	GalR3 antag	CRFBP-R2 agonist	DNA FID counter	CRFR2-BP antag	MEKK3 PB1 HTS
Cc1ccc2ccc(S(=O)(=O)NCc3ccco3)cc2c1	1.8	4.2	108.0	4.0	1.6	-0.5	-18.3	0.9	106.0
O=C(COC(=O)c1ccccc1)Nc1ccccc1Sc1ccccc1	-9.5	-22.4	99.0	12.0	0.4	1.5	-8.9	11.5	108.0
CCOC(=O)C1(Cc2cccc(OC)c2)CCN(CC(O)CO)CC1 (centres undefined)	4.0	3.8	99.0	-2.0	-5.9	-0.9	-0.9	0.0	103.0
Cc1cccc(-n2ncc3c2CCCC3NC(=O)CCN2CCCCO2)c1C (centres undefined)	5.2	-5.1	108.0	6.0	-5.2	-0.9	-31.7	-1.5	104.0
CC(C)[C@H](NC(=O)OCc1ccccc1)C(=O)OCC(=O)NC1CCCCC1	0.6	0.5	107.0	7.0	2.1	-2.1	-43.5	-5.9	108.0
Cc1oc(CC(C)C)cc1C(=O)NCCCC(=O)O	-0.4	18.0	96.0	2.0	-4.0	1.1	-9.1	-5.8	101.0
CCOC(=O)CCc1c(C)c(C#N)c2nc3ccccc3n2c1-n1ccnc1	1.8	24.9	100.0	-2.0	-2.0	-0.9	5.2	-3.4	98.0
Clc1ccc(-c2ncc3ccccn23)c(Cl)c1	1.2	19.8	94.0	-1.0	-4.5	0.1	-13.1	14.2	99.0
CCCC(O)(CCN(C)C)c1ccc(OC)cc1 (centres undefined)	-1.2	-8.3	107.0	1.0	1.7	-0.3	5.4	-6.1	100.0
O=C(Nc1ccccc1C(=O)O)c1cc(S(=O)(=O)N2CCOCC2)cs1	-10.3	6.3	97.0	-10.0	-3.3	0.9	-22.0	-4.8	112.0
Cc1ccc(C(=O)OCC(=O)Nc2ccccc2C(F)(F)F)cc1S(=O)(=O)N1CCOCC1	0.1	1.9	105.0	3.0	2.8	-1.5	-0.8	13.0	102.0

Some of the compounds tested; rates above refer to the full screens.
